USP2a block – blocks human ubiquitin-specific protease USP2a; O75604; USP2 core, Ub-CHOP2 coupled fluorogenic reporter, 485/531; Potency, µM (highest dose often 38.3 µM), without a hit: at the highest dose activity change, negative = inhibition, actives largely listed as inhibitors; 0.01% of 330,000 active; AID 463254;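 also: potency is read from the fitted curve at half-maximal effect; plate controls were DMSO wells for no effect and full inhibition by NEM control for full effect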
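Cell-free coupled assay: 10nM USP2 core preincubated 30min RT with compound in Tris-HCl pH 8.0/CaCl2/CHAPS buffer, then 25nM Ub-CHOP2 and 25nM reporter substrate; fluorescence (Ex 485/Em 531) read after 60min RT, normalized to NEM inhibition, concentration-response curves fitted.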
B2AR arrestin – recruits beta-arrestin to the human beta2-adrenergic receptor; beta-arrestin recruitment to beta2AR, cell-based reporter; 0.02% of 330,000 active; Potency, µM (top dose mostly 46.1 µM), inactives show top-dose activation, actives largely listed as activators; P07550;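 also: potency is read from the fitted curve at half-maximal effect; 0% = DMSO controls and full agonism = EC100 isoproterenol or metaproterenol; nearly all actives have a fitted effect of over 65% in size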
GALK inh – galactokinase (human) inhibition | 0.007% of 270,000 active | Purified GALK, Kinase-Glo residual ATP luminescence | AID 1868 | Potency, µM (top dose mostly 57.5 µM), inactives show at the top dose activity change, negative = inhibition, actives largely listed as inhibitors; also: potency is read from the fitted curve at half-maximal effect; % is scaled to controls: 0 for no effect and ±100 for the full control effect
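Luminescence from leftover ATP (Ultra-Glo luciferase/luciferin) served as read-out after a 1 h room-temperature reaction of 5 nM GALK with 35 uM ATP and 100 uM galactose.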
FBPA coupling cs – coupling enzyme interference in Giardia aldolase counter-screen | coupling enzyme system counterscreen, AmpLite Red fluorescence | activity change, negative = inhibition, % at 58.2 µM, hits read low | 0.67% of 290,000 active | AID 2472; in the data active = activity change below about -30%; also: % is scaled to controls: 0 for no effect and ±100 for the full control effect
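Counterscreen lacking aldolase: glyceraldehyde-3-phosphate coupling-enzyme reagent preincubated 10 min at RT with compound (at 57.5 uM final), then substrate/coupling system with AmpLite Red added; fluorescence read at 525/598 nm after 20 min RT.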
TRPV1 ag – activates the human vanilloid receptor TRPV1 | Q8NER1 | 0.19% of 320,000 active | activation, % at 8.33 µM | TRPV1-expressing cells, Fluo-8 calcium influx, agonist mode; in the data active = activation above about 80%; inconclusive = between about 30% and that limit; also: 0% is about no effect
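Cells expressing TRPV1 were dye-loaded with Fluo-8 and read kinetically: 10 s baseline, 3 min after compound (agonist portion), then 2 min after EC20 capsaicin (allosteric enhancer portion). Calcium-bound dye fluorescence at 480/520 nm.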
KCNH2 3.1 inh – inhibitors of human KCNH2 3.1 potassium channel isoform; AID 720553; 0.95% of 340,000 active; activity change, % (tested at about 1.8 µM); U2OS KCNH2 3.1, thallium flux FluxOr; active compounds read low;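 active = maximum activity change below -70%; inconclusive = maximum activity change from -70% to -50%; inactive = maximum activity change above -50%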;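 also: thallium influx rate constant from kinetic fluorescence after stimulation buffer; % is scaled to controls: 0 for no effect and ±100 for the full control effect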
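Thallium flux via FluxOr fluorescence (Red40 quencher, 45 min loading) in U2OS cells virally expressing the KCNH2 3.1 isoform (1.77 x 10^8 /mL virus, overnight at 37 C). Rate constants from 2-min kinetic reads post-stimulation, normalised to positive and negative controls.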
Menin MLL FP TR – menin-MLL binding inhibition, Texas Red mutant peptide; O00255; Menin + Texas Red MLL mutant peptide, fluorescence polarization; Potency, µM (highest dose often 61.6 µM), without a hit: at the top dose FP activity change, negative = inhibition, hits mostly inhibitors; 0.23% of 270,000 active; active = well fitted inhibition curve with a large enough effect in the polarisation, with a control signal flat, not every such curve was filed as active; inconclusive = small, poorly fitted or top-dose-only effect, or effect the other way, or a change in a side signal; inactive = no such curve, though single readings can be large or run the other way; the % refers to the polarisation; also: potency is read from the fitted curve at half-maximal effect; % of control where 0% means no effect; many of its hits are not listed in these tables
Target sequence (O00255 whole entry, looked up): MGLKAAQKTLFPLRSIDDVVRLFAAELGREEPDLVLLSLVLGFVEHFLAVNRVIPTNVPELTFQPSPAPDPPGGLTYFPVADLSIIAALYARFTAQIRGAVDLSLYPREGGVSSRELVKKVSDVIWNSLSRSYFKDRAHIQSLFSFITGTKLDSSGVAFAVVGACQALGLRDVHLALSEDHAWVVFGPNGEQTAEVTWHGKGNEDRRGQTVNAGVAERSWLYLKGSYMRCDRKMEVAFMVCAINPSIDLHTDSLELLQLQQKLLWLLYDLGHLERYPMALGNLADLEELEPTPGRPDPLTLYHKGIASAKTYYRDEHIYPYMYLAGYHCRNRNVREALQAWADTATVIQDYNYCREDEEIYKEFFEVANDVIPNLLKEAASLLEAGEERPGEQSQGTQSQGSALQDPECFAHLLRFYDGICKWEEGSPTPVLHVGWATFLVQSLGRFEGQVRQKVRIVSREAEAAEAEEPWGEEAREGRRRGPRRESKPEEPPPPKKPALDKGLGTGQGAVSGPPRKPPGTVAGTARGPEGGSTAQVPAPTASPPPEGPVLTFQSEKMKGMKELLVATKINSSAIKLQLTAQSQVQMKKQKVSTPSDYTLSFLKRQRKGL
PKM2 act – PKM2 (human) enzyme activation | 0.34% of 260,000 active | Potency, µM (series often up to 57.5 µM), inactives show top-dose activation, hits mostly activators | purified PKM2, Kinase-Glo ATP luminescence, activation; response scale: 0% is enzyme alone, no compound | P14618 | AID 1631; also: potency is read from the fitted curve at half-maximal effect; % is scaled to controls: 0 for no effect and ±100 for the full control effect; nearly all actives have a fitted effect of over 55% in size
Target sequence (P14618 whole entry, looked up): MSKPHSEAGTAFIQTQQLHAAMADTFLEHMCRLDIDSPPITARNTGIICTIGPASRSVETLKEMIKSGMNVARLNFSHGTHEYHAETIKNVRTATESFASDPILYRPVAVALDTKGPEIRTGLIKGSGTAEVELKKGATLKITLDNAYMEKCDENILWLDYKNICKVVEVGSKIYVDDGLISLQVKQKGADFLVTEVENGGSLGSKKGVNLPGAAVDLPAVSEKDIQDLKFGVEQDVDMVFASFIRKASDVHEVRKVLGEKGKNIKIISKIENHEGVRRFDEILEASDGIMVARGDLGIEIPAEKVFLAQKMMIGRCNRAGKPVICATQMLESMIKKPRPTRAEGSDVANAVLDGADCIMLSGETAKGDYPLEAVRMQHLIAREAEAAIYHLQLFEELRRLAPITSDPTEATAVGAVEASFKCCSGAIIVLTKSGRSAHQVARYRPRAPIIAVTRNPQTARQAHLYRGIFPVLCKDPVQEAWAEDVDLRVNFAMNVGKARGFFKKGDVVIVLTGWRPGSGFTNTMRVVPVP
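ATP formation by purified human PK-M2, quantified via coupled luciferase luminescence after 1 h at room temperature with 0.1 mM ADP and 0.5 mM PEP final.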
CXXC DNA block – inhibitors of human MLL CXXC domain-DNA interaction; 0.037% of 290,000 active; Q03164; AID 2662; MLL-CXXC / FITC-HOXA9 DNA fluorescence polarization; Potency, µM (series often up to 115 µM), inactives show top-dose activity change, negative = inhibition, usual class: inhibitors; active = well fitted inhibition curve with a large enough effect in the polarisation, with a control signal flat, not every such curve was filed as active; inconclusive = small, poorly fitted or top-dose-only effect, or effect the other way, or a change in a side signal; inactive = no such curve, though single readings can be large or run the other way; the % refers to the polarisation; also: potency is read from the fitted curve at half-maximal effect
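Steps: dispense CXXC domain solution (7 uM) → pin compounds or unlabeled HOX-A9 DNA control → 5 min ambient → add FLSN-HOX-A9 solution (50 nM) → spin → 30 min ambient → fluorescence polarization. Tris pH 7.5/NaCl/DTT/BSA buffer.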
hERG WT inh – inhibitors of human wildtype KCNH2 potassium channel; activity change, % at 1.84 µM; AID 720551; 0.37% of 340,000 active; Q12809; U2OS, BacMam KCNH2, thallium flux FluxOr; active compounds read low;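 active = maximum activity change below -70%; inconclusive = maximum activity change between -70% and -50%; inactive = maximum activity change above -50%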; also: % is scaled to controls: 0 for no effect and ±100 for the full control effect
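U2OS cells transduced with wild-type KCNH2 virus are loaded with FluxOr dye for 45 min, and thallium flux is measured in kinetic reads before and after stimulation buffer. Rate constants are normalized to DMSO controls.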
Giardia kill – Giardia lamblia killing; 0.15% of 340,000 active; Giardia lamblia trophozoite viability; activity change, % at 7.66 µM, hits read low; AID 540267; in the data active = activity change below about -80%; inconclusive = between about -30% and that limit;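 also: parasites exposed to compound for two days anaerobically before the ATP read; % is scaled to controls: 0 for no effect and ±100 for the full control effect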
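Compounds were tested on trophozoites seeded at 100 cells/well and held 48 hrs at 37 deg C anaerobically. An ATP-based luminescent kit measured the remaining live cells.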
* hit, by the source's call; ? = inconclusive; . = not tested or not shown; [ ] = another dose, or the depositor's remark. Unless noted, calls follow the shape of the dose curve; as a rule, active = well fitted curve in the direction sought with a large enough effect; inconclusive = small, poorly fitted or top-dose-only effect, or another doubt; inactive = no such curve, though single readings can be large; an effect the other way counts as inactive or inconclusive. The list is partial; count on the stated rates, not on these rows.

SMILES	USP2a block	B2AR arrestin	GALK inh	FBPA coupling cs	TRPV1 ag	KCNH2 3.1 inh	Menin MLL FP TR	PKM2 act	CXXC DNA block	hERG WT inh	Giardia kill
CCOC(=O)N1CCN(Cc2nc3cc(NC(=O)c4ccco4)ccc3n2C)CC1	3%	-0.1%	-7%	.	-1	-18	.	.	64%[activator]	5	-6
COc1ccc(S(=O)(=O)Nc2ccccc2C(=O)NCc2ccco2)cc1	1%	0.5%	1%	7	2	-5	?	-3%	-2%	6	7
O=c1cc(Nc2ccc3c(c2)OCO3)[nH]c(=O)n1-c1ccc(Br)cc1	-2%	-0.2%	-3%	2	-1	-2	-16%	7%	-8%	-16	-6
O=C(Nc1ccc(Br)cc1)c1cc(-c2ccc3c(c2)OCO3)on1	1%	-0.5%	7%	-1	1	2	?	2%	1%	-25	-6
OCC(C#CCN1CCCCC1)NCc1ccccc1 (stereo not given)	0%	-0.6%	4%	3	-1	-1	0%	-2%	6%	8	-6
Cc1ccc(S(=O)(=O)N2CCN(C(=O)CCC(=O)Nc3ccc(F)cc3F)CC2)cc1	3%	-1.1%	.	.	.	6	.	.	.	7	28
CC(C)N1C(=O)C(=O)N(CC(=O)N2CCc3ccccc32)C1=O	3%	-0.1%	.	.	0	2	.	.	.	-1	-8
Cc1ccc(N(C)S(=O)(=O)c2ccc3[nH]cc(C(=O)NCCCN4CCOCC4)c(=O)c3c2)cc1C	0%	0.0%	3%	.	3	-10	.	.	-7%	2	9
CC(=O)OC(C(=O)NC1CCCCC1)c1ccccc1Cl (stereo not given)	-1%	-1.0%	0%	-4	7	0	-7%	-3%	4%	6	0
S=C(NCC1CCCO1)c1ccc(Br)cc1 (stereo not given)	-1%	-0.9%	7%	1	4	4	13%	-1%[11.5 µM]	0%	4	12
CN1C(=O)/C(=C/c2cccc([N+](=O)[O-])c2)C(=O)N1c1ccccc1	1%	-1.2%	-1%	0	5	-6	?	25%	?	-5	?
COc1cccc(C(=O)/C=C/Nc2ccc(S(=O)(=O)Nc3cc(OC)nc(OC)n3)cc2)c1	-9%	-0.9%	8%	0	0	8	?	0%	1%	10	-12
COc1ccc(N2CCN(C(CNC(=O)C(=O)NC3CCCC3)c3ccco3)CC2)cc1 (stereo not given)	-1%	-0.1%	.	.	-4	1	.	.	.	-18	2
CC(Nc1ccccc1)c1cccnc1 (stereo not given)	1%	-0.1%	1%	1	-1	-2	2%	2%	-8%	-3	7
CCOc1ccc(S(=O)(=O)/N=C(/Nc2ccc(C(C)=O)cc2)c2ccccc2)cc1	1%	2.9%	.	.	.	0	.	.	.	2	11

Rewritten with values under each structure: 6 of the compounds above
Results follow in this order: USP2a block | B2AR arrestin | GALK inh | FBPA coupling cs | TRPV1 ag | KCNH2 3.1 inh | Menin MLL FP TR | PKM2 act | CXXC DNA block | hERG WT inh | Giardia kill
- CCOc1ccc(S(=O)(=O)/N=C(/Nc2ccc(C(C)=O)cc2)c2ccccc2)cc1
  1% | 2.9% | . | . | . | 0 | . | . | . | 2 | 11
- S=C(NCC1CCCO1)c1ccc(Br)cc1 (stereo not given)
  -1% | -0.9% | 7% | 1 | 4 | 4 | 13% | -1%[11.5 µM] | 0% | 4 | 12
- Cc1ccc(N(C)S(=O)(=O)c2ccc3[nH]cc(C(=O)NCCCN4CCOCC4)c(=O)c3c2)cc1C
  0% | 0.0% | 3% | . | 3 | -10 | . | . | -7% | 2 | 9
- O=c1cc(Nc2ccc3c(c2)OCO3)[nH]c(=O)n1-c1ccc(Br)cc1
  -2% | -0.2% | -3% | 2 | -1 | -2 | -16% | 7% | -8% | -16 | -6
- CC(C)N1C(=O)C(=O)N(CC(=O)N2CCc3ccccc32)C1=O
  3% | -0.1% | . | . | 0 | 2 | . | . | . | -1 | -8
- CC(=O)OC(C(=O)NC1CCCCC1)c1ccccc1Cl (stereo not given)
  -1% | -1.0% | 0% | -4 | 7 | 0 | -7% | -3% | 4% | 6 | 0

Taken from above.
In FBPA coupling cs, `CC(=O)OC(C(=O)NC1CCCCC1)c1ccccc1Cl` (stereo not given) shows -4
In hERG WT inh, `O=C(Nc1ccc(Br)cc1)c1cc(-c2ccc3c(c2)OCO3)on1` shows -25

Next section
SMILES	USP2a block	B2AR arrestin	GALK inh	FBPA coupling cs	TRPV1 ag	KCNH2 3.1 inh	Menin MLL FP TR	PKM2 act	CXXC DNA block	hERG WT inh	Giardia kill
COc1ccc(-c2cc(C(=O)NCCCN3CCCC3=O)c3ccccc3n2)cc1OC	-1%	-0.2%	.	.	0	-10	.	.	.	-2	-2
Cc1noc(C)c1COc1ccc(C(=O)N2CCCC(C(N)=O)C2)cc1 (stereo not given)	4%	0.2%	-1%	.	1	18	.	-7%	-1%	73	7
CN(c1ccccc1)S(=O)(=O)c1ccc(NC(=O)C2CCCCC2C(=O)O)cc1 (stereo not given)	4%	0.0%	0%	12	-1	-4	14%	5%	-15%	3	13
COc1ccc(OC)c(Nc2ncnc3c2cnn3-c2cccc(C)c2)c1	0%	0.0%	-3%	1	-1	-7	-20%	9%	1%	1	3
CCCN(CC(=O)Nc1ccccc1C)C(=O)/C=C/c1ccc(S(=O)(=O)N2CCCCCC2)cc1	-4%	0.1%	.	.	-3	-11	.	.	.	-9	-28
CC1=C(C(=O)OCCOc2ccccc2)C(c2coc3ccccc3c2=O)C2=C(CCCC2=O)N1 (stereo not given)	-6%	-0.2%	-1%	1	21	2	-8%	0%	11%	6	0
CC(=O)N(Cc1cccs1)C1CCOC(C)(C)C1 (stereo not given)	.	.	2%	2	3	-15	-19%	0%	-2%	2	-2
COc1ccc(-c2nc3c4ccccc4[nH]c(=O)n3n2)cc1	.	.	1%	-1	1	-8	-24%	4%	4%	-11	3
COc1ccccc1N1CCN(C(=O)Cn2nc(C(F)(F)F)c3c2CCC3)CC1	-2%	-0.4%	1%	-1	-2	8	-1%	-1%	-1%	-6	4
O=C(O)CC1(CC(=O)NCc2csc(-c3cccs3)n2)CCCCC1	10%	-0.6%	0%	4	-2	-13	.	-1%	-4%	3	4
CC(C)c1ccc(Nc2cnn(C34CC5CC(CC(CC(=O)O)(C5)C3)C4)c(=O)c2Cl)cc1	4%	-0.3%	-3%	-2	0	-4	-4%	-3%	-12%	5	-4
Cc1ccc(C(=O)Nc2cc(C)c(OCC(=O)N3CCOCC3)c(C)c2)cc1	1%	-0.1%	0%	0	-2	1	.	0%	7%	-8	?
CCc1cccc2c(C(=S)N3CCCC3)c[nH]c12	-1%	-0.1%	5%	-3	2	0	6%	-2%	-3%	.	5
Cc1nnsc1S(=O)c1ccc(Cl)cc1 (stereo not given)	6%	0.0%	5%	4	-3	20	?	.	-13%	2	24
Cc1cc(=O)oc2cc(OCC(=O)OCC(=O)N(C)C3CCS(=O)(=O)C3)ccc12 (stereo not given)	-2%	0.2%	0%	0	0	29	.	-2%	7%	-2	10
COc1ccc(C(CC(=O)N2CCCCC2)C(C)C)cc1 (stereo not given)	0%	-0.5%	-1%	2	8	-5	.	0%	32%	-7	-1
COc1ccc(NC(=O)N2CCC(n3nnc4cc(C)ccc43)CC2)cc1	0%	-0.2%	-1%	2	?	-16	2%	0%	2%	15	2
CCCCc1ccc(NC(=O)CN2NS(=O)(=O)c3ccccc3C2=O)cc1	-2%	0.0%	-4%	-1	4	4	.	-2%	23%	1	4
CN(C)C(=O)NC(Nc1ccc(Cl)cc1Cl)C(Cl)(Cl)Cl (stereo not given)	-1%	0.0%	-4%	0	21	-12	2%	-3%	11%	-14	-4
CN(C(=O)COC(=O)c1c2c(nc3ccccc13)CCCC2)c1c(N)n(Cc2ccccc2)c(=O)[nH]c1=O	1%	0.3%	.	.	1	-1	.	.	.	2	-1
COC(=O)c1ccc(COC(=O)C2CCN(S(=O)(=O)c3ccccc3C(=O)OC)CC2)cc1	0%	-0.2%	.	.	.	-6	.	.	.	13	-2
Clc1ccccc1CN(Cc1ccccc1)c1ncnc2nc[nH]c12	0%	0.0%	0%	5	6	-13	24%	4%	-10%	8	-2
CC(C)[C@H](NC(=O)NC1CCCc2ccccc21)C(=O)O (stereo not given in full)	1%	-0.4%	2%	0	0	-3	9%	7%	-8%	-3	29
COC1(OC)N=C(N)C2(C#N)C(c3cccc(Oc4ccccc4)c3)C12C#N (stereo not given)	0%	-0.9%	2%	2	-5	6	17%	-3%	1%	-2	-4
CCc1cccc(N(C(=O)c2csnn2)C(C(=O)NC(C)(C)CC)c2ccccn2)c1 (stereo not given)	3%	-0.4%	1%	2	-2	4	0%	.	10%	2	-7
O=C(CN1CCCCCC1)Nc1ccccc1C(=O)Nc1ccccc1	1%	-0.1%	.	.	?	1	.	.	.	5	-12

Source: PubChem BioAssay (National Center for Advancing Translational Sciences (NCATS))
